# Bioassay records deposited in PubChem BioAssay by several laboratories.
# SUMO HTRF inh – SUMOylation inhibition. HTRF SUMOylation assay, SAE1/SAE2 + UBC9, in vitro. inhibition, % at 35 µM. 290,000 tested, 0.36% active. AID 2006; in the data active means inhibition above about 50%, passing the limit was not always enough; further: strong numbers were not always called active
# Target sequence (P63279 whole entry, looked up): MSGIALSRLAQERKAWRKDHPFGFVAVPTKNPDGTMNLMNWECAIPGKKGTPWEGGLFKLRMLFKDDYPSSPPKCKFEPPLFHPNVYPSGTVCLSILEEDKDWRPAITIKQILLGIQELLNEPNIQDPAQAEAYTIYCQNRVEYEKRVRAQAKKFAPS
# MEKK2wt PB1 HTS – raises or lowers MEK5 binding to wildtype human MEKK2 PB1 domain. bead flow cytometry, Alexa488-MEK5 binding to MEKK2 WT; actives lie on both sides. Q9Y2U5. 290,000 tested, 1.1% active. binding response (% of control), % at 10 µM; in the data active means binding response below about 67% or above about 130%
# M18AAP inhibitor – PfM18AAP enzyme inhibition | 290,000 tested, 1.2% active | AID 1822 | recombinant PfM18AAP, H-Glu-NHMec fluorogenic cleavage | inhibition, % at 7.35 µM;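 active means inhibition above the campaign mean inhibition over all tested compounds plus 3 SD, cut at about 28% in these data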;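 further: 0% = plate median of test compound wells and 100% = 2 mM ZnCl2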
# IDE cell activ – boosts human insulin-degrading enzyme activity in HEK cells; P14735; FAbeta-B cleavage, fluorescence polarization; 0% vehicle, 100% cell-free pure enzyme wells; activation, % at 5.96 µM; 340,000 tested, 0.073% active; AID 493087;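 active means activation above the mean of all tested compounds plus 3 SD, set per screening campaign, cut at about 17% in these data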
# NALP1 yeast inh – inhibitors of NALP1 inflammasome in yeast; S. cerevisiae NALP1/ASC/caspase-1 growth, X-gal OD620, 72 h; inhibition, % at 10 µM; AID 2071; 280,000 tested, 0.61% active; in the data active means inhibition mostly above about 24%, no sharp cut-off; inactive means mostly below about 32%; further: some compounds called inactive have numbers as strong as hits
# pCIP destab – p/CIP protein destabilization | Q05BA5 | F442A p/CIP-EGFP cells, EGFP fluorescence, 16 h | decrease of EGFP signal, % at 10 µM | 290,000 tested, 0.01% active;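 active means EGFP signal decrease of at least 30% at 10 µM or well 3 SD below plate mean, unless failing retest; inactive means the rest, including hits failing retest or dose response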; further: some compounds called inactive have numbers as strong as hits; many of its hits are not listed in these tables
# MEKK2mut PB1 HTS – signal of MEK5 binding to mutant human MEKK2 PB1 domain; bead flow cytometry, Alexa488-MEK5 binding to MEKK2 mutant; percent response, % at 10 µM; 290,000 tested, 0.35% active; in the data active means percent response above about 24%, passing the limit was not always enough; further: inactives centre near 1; some results filed as inactive read as strong as hits; reference of the scale not given here
# MEKK3 PB1 HTS – raises or lowers MEK5 binding to the human MEKK3 PB1 domain | Q99759 | bead-based flow cytometry, Alexa488-MEK5 binding to MEKK3; actives lie on both sides; 0 = blocked by unlabeled MEK5, 100 = vehicle | binding response (% of control), % at 10 µM | 290,000 tested, 1.4% active | AID 1529;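 active means binding response more than 3 SD above or below the average of its plate-row segment, actives on both sides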;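 further: Alexa488 bead fluorescence after subtracting the streptavidin-only scavenger bead signal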
# Target sequence (Q99759 whole entry, looked up, the tested form may be a part): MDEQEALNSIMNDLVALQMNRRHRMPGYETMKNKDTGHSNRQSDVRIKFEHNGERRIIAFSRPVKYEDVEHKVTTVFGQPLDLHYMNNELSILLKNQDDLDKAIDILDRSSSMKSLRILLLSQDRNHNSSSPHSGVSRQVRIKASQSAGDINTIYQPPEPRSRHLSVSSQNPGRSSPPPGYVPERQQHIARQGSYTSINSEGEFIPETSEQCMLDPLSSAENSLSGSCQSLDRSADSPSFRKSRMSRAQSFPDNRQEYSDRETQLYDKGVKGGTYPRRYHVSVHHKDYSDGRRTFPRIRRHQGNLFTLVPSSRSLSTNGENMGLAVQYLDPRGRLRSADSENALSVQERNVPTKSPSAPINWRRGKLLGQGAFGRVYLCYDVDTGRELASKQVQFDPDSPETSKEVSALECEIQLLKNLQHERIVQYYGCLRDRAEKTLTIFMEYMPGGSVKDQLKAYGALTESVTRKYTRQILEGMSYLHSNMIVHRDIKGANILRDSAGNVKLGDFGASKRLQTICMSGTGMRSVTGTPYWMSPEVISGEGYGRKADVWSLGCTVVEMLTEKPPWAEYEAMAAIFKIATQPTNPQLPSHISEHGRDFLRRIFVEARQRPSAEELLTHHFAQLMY
# IDE cell inh – cellular human IDE inhibition. P14735. inhibition, % at 5.59 µM. AID 434962. HEK cells, FAbetaB cleavage, fluorescence polarization. 320,000 tested, 0.41% active;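 active means percent inhibition above the average of all tested compounds plus 3 SD, set per screening campaign, cut at about 16% in these data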;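 further: IDE supplied by intact live HEK cells; FP after avidin binding of uncleaved biotin substrate so inhibition keeps polarization high; 0% = DMSO wells and 100% = 60 µM reference IDE inhibitor Ii1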
# * = called active by the depositor; · = not tested or not shown. An excerpt; count on the stated rates, not on these rows.
no.	molecule	IDE cell inh	MEKK3 PB1 HTS	pCIP destab	IDE cell activ	MEKK2wt PB1 HTS	MEKK2mut PB1 HTS	NALP1 yeast inh	SUMO HTRF inh	M18AAP inhibitor
1	O=C(C1CCC1)N1CCC(c2nc3c(nnn3Cc3c(F)cccc3Cl)c(=O)[nH]2)CC1	7	99	3	-1	103	5	9	7	-11
2	Cc1nn(CC(=O)NCc2cc3ccccc3[nH]2)c(C)c1[N+](=O)[O-]	-5	111	0	2	113	0	32	0	-4
3	Cc1cc(NC(=O)CCSc2ccccc2)ccc1Br	4	133*	-2	-2	113	-1	17	-12	-14
4	CC(C)NCC(O)COCc1ccc(Cl)cc1 (stereo not given)	-1	90	-9	-1	89	-3	-2	6	-7
5	Cc1nn(C)c(Cl)c1CN1CCCC(CO)(Cc2cccc(Cl)c2)C1 (stereo not given)	-4	83	-11	-4	80	-18	20	9	5
6	Cc1cc(=O)nc2c3ccccc3n(C(C)C(=O)Nc3cc(F)ccc3F)n12 (stereo not given)	-4	103	0	1	100	12	·	4	1
7	COc1ccc(OC)c(S(=O)(=O)N2CCN(CC(O)COc3ccc(C#N)cc3)CC2)c1 (stereo not given)	1	99	-10	-2	98	0	25	-10	-3
8	COc1ccc(N(C)C(=O)c2oc(=O)c3ccccc3c2-c2ccc(C)cc2)c(OC)c1	0	110	1	6	108	4	-7	-2	-5
9	O=C(NNC1=NS(=O)(=O)c2ccccc21)c1cccc([N+](=O)[O-])c1	4	107	10	4	109	10	13	10	12
10	CCNCc1ccccc1OCc1ccccc1	-3	99	-8	-1	100	-1	-6	5	0
11	Cc1cc(C)cc(N(CCC#N)C(=O)CSC2=Nc3ccccc3C3CC=NN23)c1 (stereo not given)	3	96	3	10	93	2	5	-8	1
12	CCOC(=O)C(C(=O)OCC)N(C#N)c1nc(N(C)C)nc(N(C)C)n1	-4	103	-10	6	102	2	-4	7	-5
13	Cc1ccc(C(c2c(C)n(C)n(-c3ccccc3)c2=O)c2c(C)n(C)n(-c3ccccc3)c2=O)s1	1	87	-2	-1	85	-11	37	10	-10
14	Cc1c(C(=O)OCC(=O)Nc2c(C)n(C)n(-c3ccccc3)c2=O)cccc1[N+](=O)[O-]	6	101	13	-4	101	-1	12	-8	-2
15	Cn1c2c(c(=O)n(C)c1=O)C(CC(=O)Nc1ccccc1)C(=O)N2 (stereo not given)	8	102	-8	3	103	5	-1	6	-17

# Later entries.
no.	molecule	IDE cell inh	MEKK3 PB1 HTS	pCIP destab	IDE cell activ	MEKK2wt PB1 HTS	MEKK2mut PB1 HTS	NALP1 yeast inh	SUMO HTRF inh	M18AAP inhibitor
16	COc1cc(NC(=O)CN2C(=O)NC(c3ccccc3)(c3ccccc3)C2=O)c(C)cc1[N+](=O)[O-]	-1	91	-2	4	93	-2	22	-30	6
17	CCOc1ccc(NC(=O)c2ccc(NC(=S)NC3CC3)cc2)cc1	-8	103	-4	-1	94	-5	20	22	-7
18	Cc1ccc(CN2CCNC(=O)C2CC(=O)N(Cc2c(C)nn(C)c2C)C2CC2)o1 (stereo not given)	7	99	1	1	98	6	5	9	-6
19	Cc1ccc(-c2nc(CSCC(=O)N3CCN(C(=O)c4ccco4)CC3)c(C)o2)cc1	8	97	-24	-2	94	2	-6	22	4
20	Cc1c(CC(=O)N2CCN(C(=O)C3COc4ccccc4O3)CC2)c(=O)oc2cc(O)c(Cl)cc12 (stereo not given)	7	101	-5	-3	97	0	12	46	4
21	Cc1ccc(S(=O)(=O)Cn2nnnc2C(c2ccc(F)cc2)N2CCC(C(N)=O)CC2)cc1 (stereo not given)	-3	98	-6	-1	101	3	14	27	-4
22	COc1ccc(NC(=O)CSc2nccn2Cc2ccco2)cc1	1	103	-1	6	100	-5	9	7	1
23	Cc1cc(N2CCCC2=O)ccc1S(=O)(=O)NCCOc1ccccc1	5	95	-16	·	89	-14	6	7	-1
24	COc1ccc(CNCc2ccccc2C(F)(F)F)cc1	6	99	3	3	107	6	-6	-3	-1
25	C#CCOCCOCCOCCNc1nc(N2CCN(C(=O)[C@H]([C@@H](C)CC)n3cc([C@@H](N)CC(C)C)nn3)CC2)nc(N2CCN(C(=O)[C@H](Cc3cc4ccccc4[nH]3)n3cc([C@@H](N)C(C)CC)nn3)CC2)n1 (stereo not given in full)	·	61	-2	·	184*	37*	-6	-13	·
26	CN1CCN(C(=S)Nc2ccc(S(N)(=O)=O)cc2)CC1	-2	102	-11	2	97	-1	-2	20	25
27	Cc1c(Cl)cccc1NC(=O)Cc1cccs1	-4	103	1	12	104	2	4	-9	1
28	COc1ccc(N2C3=[N+](CCCC3)CC2(C)O)cc1 (stereo not given)	-2	83	-17	2	90	-6	19	32	·
29	COc1ccc(C(C[N+](=O)[O-])C2(c3ccc(OC)c(OC)c3)C(=O)c3ccccc3C2=O)cc1 (stereo not given)	16*	104	2	-9	99	2	104*	-12	35*
30	O=C(Nc1cccc([N+](=O)[O-])c1)ONC1=NCCCCC1	0	93	-6	4	97	-9	·	6	-3

# Next section.
no.	molecule	IDE cell inh	MEKK3 PB1 HTS	pCIP destab	IDE cell activ	MEKK2wt PB1 HTS	MEKK2mut PB1 HTS	NALP1 yeast inh	SUMO HTRF inh	M18AAP inhibitor
31	CC(C)CC(NC(=O)c1ccc(Cl)cc1)C(=O)OCc1cc([N+](=O)[O-])cc2c1OCOC2 (stereo not given)	-3	103	-14	4	108	10	-2	-17	-8
32	Cc1cccc(NC(=S)NNC(=O)c2csc(C(C)C)c2)c1	5	103	-3	-2	105	-1	5	-72	8
33	Cc1c(/C=N/NC(N)=O)c2ccccn2c1C(=O)c1ccncc1	9	91	-19	9	94	-13	3	8	3
34	Cc1ccc(OC(=O)c2ccc3snnc3c2)cc1	-5	100	-7	-2	100	3	-19	-3	0
35	Cc1cccc(-c2cc(C(=O)Nc3sc(C)c(C)c3C(N)=O)c3ccccc3n2)c1	0	·	5	3	·	·	11	-10	0
36	NC(=O)c1oc2ccccc2c1NC(=O)CS(=O)(=O)c1ccccc1	7	102	-1	8	106	4	-1	-3	-3
37	CCOC(=O)c1cc(=O)c2ccc(OCC(=O)Nc3ccccc3)cc2o1	5	100	-1	4	101	3	-3	-13	1
38	C=CCn1c(SCC(=O)Nc2cccc(OC)c2)nnc1-c1cccnc1	9	101	-8	-6	106	2	29	4	-1
39	Cc1nc2ccc(NS(=O)(=O)c3c(C)c(C)cc(C)c3C)cc2s1	0	100	-67	1	83	2	11	12	1
40	O=C(Cn1c2ccccc2c(=O)c2ccccc21)N/N=C/c1ccc(N2CCCC2)c([N+](=O)[O-])c1	-3	124	-9	2	109	0	24	24	1
41	COC(=O)COc1c(Cl)cc(Cl)c2ccc(C)nc12	6	95	4	1	96	-5	17	16	-2
42	CCSc1nc(C)nc2sc(C)c(C)c12	-3	111	-3	-3	110	3	·	-2	1
43	O=C(COc1ccc(Cl)cc1Cl)N/N=C/c1ccc[nH]1	4	101	0	0	94	-2	11	-7	4
44	CCOC(=O)C1=C(Nc2ccccc2)CC(C)(O)C(C(=O)OCC)C1c1ccccc1 (stereo not given)	5	104	-14	-2	101	-1	25	-5	0
45	COc1cccc(N2CCN(CC(=O)NC(=O)NCc3ccco3)CC2)c1	2	102	-5	9	100	0	-14	14	4

# (listing goes on)
no.	molecule	IDE cell inh	MEKK3 PB1 HTS	pCIP destab	IDE cell activ	MEKK2wt PB1 HTS	MEKK2mut PB1 HTS	NALP1 yeast inh	SUMO HTRF inh	M18AAP inhibitor
46	CCC1Sc2ccc(S(=O)(=O)CCC(=O)NCc3ccco3)cc2NC1=O (stereo not given)	-4	101	-4	-7	105	3	-3	·	2
47	COc1cc(Cl)c(C)cc1NC(=O)COC(=O)/C=C/c1c(C)nn(C2CCS(=O)(=O)C2)c1Cl (stereo not given)	0	102	3	4	77	-17	·	-15	0
48	Cc1ccc(N2C(N)=C(C#N)C(c3cc(CN4CCOCC4)cs3)C3=C2CC(C)(C)CC3=O)cc1 (stereo not given)	-1	105	-3	-7	111	4	-3	2	0
49	COC(=O)c1cn(CC(=O)NC2CCCCC2)c2ccccc12	2	101	0	3	100	2	12	-1	-15
50	CCCCCC1CC(CC(=O)NC(=S)Nc2ccc([N+](=O)[O-])cc2)C(=O)O1 (stereo not given)	-5	86	-14	2	98	-5	1	-53	4
51	CCc1cccc(C)c1NC(=O)CCCn1c(=O)c2cccn2c2cccnc21	-4	101	-5	0	101	3	7	19	3
52	CO/N=C/c1ccc(N2CCN(C(=O)c3ccc(F)cc3)CC2)c([N+](=O)[O-])c1	6	100	-7	0	102	-1	·	-4	4
53	CC(=O)c1ccc(S(=O)(=O)NC2CCCCCCC2)cc1	2	95	-16	-4	94	-3	28	13	8
54	COc1ccc(Cc2nnc(NC(=O)C3CCCO3)s2)cc1OC (stereo not given)	-3	104	3	3	104	1	21	7	8
55	CC(C)Oc1ccc(Cn2c(=O)sc3ccccc32)cc1	2	110	-12	0	102	17	5	-50	-1
56	CCCCC(CC)C(=O)Nc1ccccc1C(=O)NC(C)C (stereo not given)	-1	99	4	0	101	-1	8	11	-10
57	CCC(=O)Nc1ccc(C(=O)NNC(=O)c2cccs2)cc1	11	88	-7	9	93	-4	-13	1	0
58	COc1cccc(-c2cn(-c3cccc(C(F)(F)F)c3)c(=S)[nH]2)c1	·	93	3	-4	90	-8	2	-37	22
59	Cc1cc(C)nc(N2CCC(C(=O)Nc3ccc4c(c3)OCO4)CC2)n1	-3	101	-2	3	95	1	1	-14	4
